# Screening data: PubChem, National Center for Advancing Translational Sciences (NCATS)
# GLS inh – qHTS for Inhibitors of Glutaminase (GLS); AID 624170, 2012; actives 0.21% (n = 410,000); Potency, µM (highest dose often 45.5 µM), inactives show at the top dose activity change, negative = inhibition, hits mostly inhibitors; GLS enzymatic activity, qHTS titration; Glutaminase kidney isoform, mitochondrial (Homo sapiens), O94925; also: potency is read from the fitted curve at half-maximal effect; % is scaled to controls: 0 for no effect and ±100 for the full control effect
# Target sequence (O94925 whole entry, looked up, canonical isoform): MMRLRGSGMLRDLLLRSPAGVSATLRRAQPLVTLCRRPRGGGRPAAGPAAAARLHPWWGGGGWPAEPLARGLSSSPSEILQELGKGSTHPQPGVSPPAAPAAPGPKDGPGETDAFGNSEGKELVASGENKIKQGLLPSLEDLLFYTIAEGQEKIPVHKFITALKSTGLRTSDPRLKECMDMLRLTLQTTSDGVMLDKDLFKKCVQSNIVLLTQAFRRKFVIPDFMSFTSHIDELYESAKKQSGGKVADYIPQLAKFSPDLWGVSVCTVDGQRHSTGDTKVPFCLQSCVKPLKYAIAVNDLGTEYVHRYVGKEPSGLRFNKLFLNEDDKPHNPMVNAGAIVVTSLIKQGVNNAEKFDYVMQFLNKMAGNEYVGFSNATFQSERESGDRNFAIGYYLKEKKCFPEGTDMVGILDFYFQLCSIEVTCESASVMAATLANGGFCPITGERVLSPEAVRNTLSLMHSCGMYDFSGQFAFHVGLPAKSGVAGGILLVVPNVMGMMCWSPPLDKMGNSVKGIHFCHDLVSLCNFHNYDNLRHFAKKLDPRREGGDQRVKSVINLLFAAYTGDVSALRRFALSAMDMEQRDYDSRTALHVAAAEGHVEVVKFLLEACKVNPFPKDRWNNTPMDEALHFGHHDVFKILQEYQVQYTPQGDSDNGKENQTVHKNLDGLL
#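 Two-point fluorescence kinetic (t0, 30 min RT) for hKGA; glutamate detected via glutamate oxidase–HRP–Amplex Red. Substrate: 1 mM L-glutamine solution; buffer 45 mM KH2PO4, pH 8.2.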
# PGK inhibitor – qHTS Assay to Find Inhibitors of Phosphoglycerate Kinase; Phosphoglycerate kinase, glycosomal (Trypanosoma brucei brucei), P07378; PGK/GAPDH coupled, Kinase-Glo luminescence, 60 min; Potency, µM (titrated, usually from 57.5 µM), inactives show at the highest dose activity change, negative = inhibition, actives largely listed as inhibitors; actives 0.043% (n = 380,000); AID 602233, 2012; also: potency is read from the fitted curve at half-maximal effect; % is scaled to controls: 0 for no effect and ±100 for the full control effect; nearly all actives have a fitted effect of over 60% in size
#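 Recombinant glycosomal PGK reaction used 1,3-bisphosphoglycerate generated in-well by GAPDH (100nM final) in 100mM TEA pH 7.6, 5mM MgCl2, 0.01% Tween-20. After 60 minutes at room temperature, ATP was read by Kinase-Glo Plus luminescence end-point.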
# HP1b binding inh – HTS for Inhibitors of HP1-beta Chromodomain Interactions with Methylated Histone Tails; AlphaScreen HP1-beta / biotin-H3K9me3 peptide binding; Potency, µM (series often up to 114 µM), for the others: top-dose activity change, negative = inhibition, actives largely listed as inhibitors; actives 0.56% (n = 390,000); also: potency is read from the fitted curve at half-maximal effect; nearly all actives have a fitted effect of over 70% in size; inactives centre near 23
# Target sequence (P83916 whole entry, looked up): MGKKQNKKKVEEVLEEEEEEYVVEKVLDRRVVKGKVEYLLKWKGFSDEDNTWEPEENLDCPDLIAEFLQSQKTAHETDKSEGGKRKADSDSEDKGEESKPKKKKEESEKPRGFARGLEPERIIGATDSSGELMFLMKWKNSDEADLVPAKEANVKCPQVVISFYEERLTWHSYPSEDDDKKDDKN
#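 HP1-beta protein (50 nM final) preincubated 30 min at room temperature with biotinylated H3(1-18)K9me3 peptide (50 nM) in PBS pH 7.4, 0.01% Tween-20, then compound added for 30 min. AlphaScreen streptavidin donor/nickel chelate acceptor beads (10 ug/mL final), 30 min dark, luminescence read.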
# G9a inh – qHTS Assay for Inhibitors of Histone Lysine Methyltransferase G9a | Histone-lysine N-methyltransferase EHMT2 (Homo sapiens), Q96KQ7 | G9a H3K9 monomethylation, AlphaScreen, 2 h | Potency, µM (titrated, usually from 102 µM), for inactives: top-dose activity, negative = inhibition, usual class: inhibitors | actives 8.8% (n = 350,000) | AID 504332, 2011; also: potency is read from the fitted curve at half-maximal effect; % is scaled to controls: 0 for no effect and ±100 for the full control effect; nearly all actives have a fitted effect of over 75% in size
#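 G9a (20 nM) was preincubated 15 min with compound, then reacted 2 h at room temperature with 500 nM biotin-H3K9 peptide and 20 µM SAM. Monomethyl-H3K9 detected by AlphaScreen using anti-H3K9me1 antibody.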
# Pol eta inh – qHTS for Inhibitors of Polymerase Eta; recombinant Pol eta, fluorescent DNA replication assay; Potency, µM (doses to about 114 µM), inactives show at the top dose activity change, negative = inhibition, actives largely listed as inhibitors; actives 1.2% (n = 390,000); also: potency is read from the fitted curve at half-maximal effect; % is scaled to controls: 0 for no effect and ±100 for the full control effect
#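 Fluorescent replication assay: 50 nM final substrate added after a 15 min room-temperature compound preincubation with 10 nM enzyme. Signal taken at 0 min and again at 10 min.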
# BAZ2B inh – qHTS Assay for Inhibitors of BAZ2B; Bromodomain adjacent to zinc finger domain protein 2B (Homo sapiens), Q9UIF8; AlphaScreen BAZ2B-H3K14Ac peptide displacement; Potency, µM (highest dose often 114 µM), without a hit: at the top dose activity change, negative = inhibition, most hits filed as inhibitors; actives 4.4% (n = 360,000); also: potency is read from the fitted curve at half-maximal effect; % is scaled to controls: 0 for no effect and ±100 for the full control effect; nearly all actives have a fitted effect of over 60% in size
#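 AlphaScreen displacement of biotin-H3(5-23)K14Ac peptide (50 nM final) from BAZ2B (50 nM final) in PBS pH 7.4, 0.01% Tween-20; complex preformed 30 min RT, then compounds (top 110 uM) 30 min RT, beads 20 min dark.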
# JMJD2A Tudor inh – qHTS Assay for Inhibitors of JMJD2A-Tudor Domain; Lysine-specific demethylase 4A (Homo sapiens), O75164; AlphaScreen JMJD2A-Tudor / H3K4me3 peptide binding; Potency, µM (top dose mostly 114 µM), for inactives: at the highest dose activity change, negative = inhibition, most hits filed as inhibitors; actives 4.4% (n = 390,000); AID 504339, 2011; also: potency is read from the fitted curve at half-maximal effect; % is scaled to controls: 0 for no effect and ±100 for the full control effect; nearly all actives have a fitted effect of over 50% in size
# Pin1 inh – qHTS Assay to Find Inhibitors of Pin1; Peptidyl-prolyl cis-trans isomerase NIMA-interacting 1 (Homo sapiens), Q13526; Pin1 FP peptide displacement, HiFluor488, 10 min; Potency, µM (series often up to 115 µM), inactives show top-dose activity, negative = inhibition, usual class: inhibitors; actives 0.009% (n = 390,000); AID 504891, 2011; active = well fitted inhibition curve with a large enough effect in the polarisation, with a control signal flat, not every such curve was filed as active; inconclusive = small, poorly fitted or top-dose-only effect, or effect the other way, or a change in a side signal; inactive = no such curve, though single readings can be large or run the other way; the % refers to the polarisation; also: potency is read from the fitted curve at half-maximal effect; % is scaled to controls: 0 for no effect and ±100 for the full control effect
# Target sequence (Q13526 whole entry, looked up): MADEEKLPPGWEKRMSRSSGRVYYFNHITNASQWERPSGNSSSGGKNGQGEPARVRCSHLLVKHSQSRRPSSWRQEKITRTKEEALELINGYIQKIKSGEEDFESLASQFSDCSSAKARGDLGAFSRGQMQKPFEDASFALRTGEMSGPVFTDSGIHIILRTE
# PI4K2A block – qHTS for small molecular inhibitors of PI4K2A; Phosphatidylinositol 4-kinase type 2-alpha (Homo sapiens), Q9BTU6; purified PI4K2A, ADP-Glo luminescence, 1 h; stronger effect = lower value; activity change, negative = inhibition, % at 76.9 µM; actives 0.13% (n = 420,000); AID 1346378, 2018; in the data active = activity change below about -50%; inconclusive = mostly about -30% to -49%;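 also: -100% = wells without enzyme as full effect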
#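 Compounds are screened against recombinant PI4K2A using PI as substrate and ATP, the latter dispensed at 300 microM. Reactions run one hour at ambient temperature before ADP-Glo detection; full inhibition defined by wells lacking enzyme.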
# An asterisk follows results filed as active; i = inactive; ? = inconclusive; . = no result given; & = joins results of further samples; [ ] = dose if it differs, or a comment. Unless noted, calls follow the shape of the dose curve; as a rule, active = well fitted curve in the direction sought with a large enough effect; inconclusive = small, poorly fitted or top-dose-only effect, or another doubt; inactive = no such curve, though single readings can be large; an effect the other way counts as inactive or inconclusive.
no.	GLS inh	PGK inhibitor	HP1b binding inh	G9a inh	Pol eta inh	BAZ2B inh	JMJD2A Tudor inh	Pin1 inh	PI4K2A block	Compound
1	0%	-2%	7%	-9%	-10%	-24%	?	11%	1	O=C(c1cnn2c(C(F)F)cc(-c3ccccc3)nc12)N1CCN(Cc2ccc3c(c2)OCO3)CC1
2	-5%	-1%	?	40µM*	-12%	?	?	-6%	3	O=C(CCc1c[nH]c2ccccc12)OCc1cccc([N+](=O)[O-])c1
3	0%	-8%	53%[activator]	-2%	-5%	-3%	1%	0%	2	CN(Cc1cccc(-n2cccn2)c1)C(=O)CCc1nnc(C2CCCCC2)o1
4	2%	-6%	10%	21%	4%	5%	-32%	7%	0	Cc1cc(C(=O)CSc2nnc(-c3ccc(OC(F)F)cc3)o2)c(C)n1Cc1cccs1
5	3%	7%	-2%	-35%[59 µM]	4%	?	-23%	?	-4	O=C(Cn1ccn(-c2ccc(F)c(F)c2)c(=O)c1=O)c1ccc(F)cc1
6	-4%	-3%	15%	17%	25µM*	-29%	?	43%[activator]	-3	Cc1ccccc1OCC(=O)NCC(=O)N/N=C/c1ccc(Br)o1
7	-1%	i	32%[activator]	?	-7%	-11%	-22%	8%	2	CCOc1ccccc1N(CC(=O)NC(C)(C)C)C(=O)Cn1nnc(-c2ccc(C)o2)n1
8	4%	-7%	55%[activator]	?	-8%	-24%	-18%	71%[activator]	-7	CC1=C(c2ccc(C)cc2)S(=O)(=O)NC1=NCCCN1CCN(c2cc(C)ccc2C)CC1
9	9%	-2%	34%	40%	-15%	-5%	-1%	-2%	11	Cc1ccc(C(=O)n2nc(-c3ccccc3)nc2NCc2ccco2)cc1
10	0%	i	.	.	-16%	.	.	.	-3	CCOC(=O)c1c(NC(=O)COC(=O)c2cccc([N+](=O)[O-])c2)sc(C(=O)N(C)C)c1C
11	12%	-3%	-19%	?	-14%	?	?	8%	-6	CCOC(=O)c1c(N)sc2c1CCCC2
12	?	-9%	1%	-2%	-19%	-1%	-8%	-7%	1	Cc1cccc(C(=O)NCCCNC(=O)c2ccco2)c1

# Ordered by formula weight (falling): 9 of the compounds above.
no.	GLS inh	PGK inhibitor	HP1b binding inh	G9a inh	Pol eta inh	BAZ2B inh	JMJD2A Tudor inh	Pin1 inh	PI4K2A block	Compound
1	0%	-2%	7%	-9%	-10%	-24%	?	11%	1	O=C(c1cnn2c(C(F)F)cc(-c3ccccc3)nc12)N1CCN(Cc2ccc3c(c2)OCO3)CC1
8	4%	-7%	55%[activator]	?	-8%	-24%	-18%	71%[activator]	-7	CC1=C(c2ccc(C)cc2)S(=O)(=O)NC1=NCCCN1CCN(c2cc(C)ccc2C)CC1
10	0%	i	.	.	-16%	.	.	.	-3	CCOC(=O)c1c(NC(=O)COC(=O)c2cccc([N+](=O)[O-])c2)sc(C(=O)N(C)C)c1C
7	-1%	i	32%[activator]	?	-7%	-11%	-22%	8%	2	CCOc1ccccc1N(CC(=O)NC(C)(C)C)C(=O)Cn1nnc(-c2ccc(C)o2)n1
6	-4%	-3%	15%	17%	25µM*	-29%	?	43%[activator]	-3	Cc1ccccc1OCC(=O)NCC(=O)N/N=C/c1ccc(Br)o1
5	3%	7%	-2%	-35%[59 µM]	4%	?	-23%	?	-4	O=C(Cn1ccn(-c2ccc(F)c(F)c2)c(=O)c1=O)c1ccc(F)cc1
9	9%	-2%	34%	40%	-15%	-5%	-1%	-2%	11	Cc1ccc(C(=O)n2nc(-c3ccccc3)nc2NCc2ccco2)cc1
2	-5%	-1%	?	40µM*	-12%	?	?	-6%	3	O=C(CCc1c[nH]c2ccccc12)OCc1cccc([N+](=O)[O-])c1
12	?	-9%	1%	-2%	-19%	-1%	-8%	-7%	1	Cc1cccc(C(=O)NCCCNC(=O)c2ccco2)c1

# Next section:
no.	GLS inh	PGK inhibitor	HP1b binding inh	G9a inh	Pol eta inh	BAZ2B inh	JMJD2A Tudor inh	Pin1 inh	PI4K2A block	Compound
13	6%	0%	-9%	0%	-10%	0%	?	5%	0	COC(=O)c1ccc(-n2cncn2)c([N+](=O)[O-])c1
14	-6%	i	35%	-1%[59 µM]	-16%	-14%	-9%	23%	1	COc1ccc(CCn2c(=O)c3cccnc3n(CC(=O)Nc3ccc(C)c(F)c3)c2=O)cc1OC
15	-5%	-1%	20%	-19%	-10%	3%	-10%	-3%	-1	CCN(CC(=O)Nc1c(F)cccc1F)C(=O)CC1CCCC1
16	-2%	-9%	12%	6%[12.7 µM]	-8%	13%	0%	-1%	-8	CC(Oc1ccccc1)C(=O)Nc1ccc(C(N)=O)cc1 (stereo not given)
17	-5%	-9%	24%	7%	-7%	-3%	-4%	10%	3	COc1ccc(C(=O)OCC(=O)NC(=O)NC2CCCC2)c(OC)c1
18	-12%	-7%	49%[activator][57 µM]	12%[59 µM]	-19%	20%	-6%	59%[activator]	-14	CCc1ccc(NC(=O)CSc2nc3c([nH]c4ccccc43)c(=O)n2-c2ccc(C)cc2)cc1
19	-6%	2%	-16%	2.8µM*	-6%	-36%	?	1%	2	CCC(C)c1ccc(O)c(N)c1 (stereo not given)
20	-10%	1%	0%	35µM*	?	-30%	32µM*	?	-15	COc1ccc(Nc2nc(-c3cccnc3)nc3ccccc23)cn1
21	-12%	-1%	17%	20%	-11%	1%	-2%	3%	1	COc1ccc(N2CC(C(=O)OCC(=O)Nc3cccc(C)c3C)CC2=O)cc1 (stereo not given)
22	0%	i	37%	?	-9%	?	?	9%	0	Cc1ccc(CSc2oc(-c3ccco3)nc2S(=O)(=O)c2ccc(Br)cc2)cc1
23	12%	i	39%[activator]	.	-10%	-3%	-4%	0%	-1	CC1=C(C)C(OCCBr)N(c2cc(O)c(Cl)cc2F)C1=O (stereo not given)
24	0%	-8%	47%[activator]	7%[12.7 µM]	2%	2%	-5%	-3%	-3	CCN(C(=O)CSc1nc(N)cc(=O)[nH]1)C1CCS(=O)(=O)C1 (stereo not given)
25	4%	-8%	38%	.	-5%	-5%	12%	1%	-8	CC(C)(C)OC(=O)NCCCCCc1nnc(SCc2ccccc2F)o1
26	-1%	-10%	19%	28%[12.7 µM]	1%	-26%	-3%	11%	3	O=C(COc1ccc2ccccc2c1Br)NNC(=O)Nc1ccccc1
27	3%	2%	12%	0%	-9%	11%	-6%	-1%	7&-3	COc1ccc(CC(=O)Nc2ccc(S(=O)(=O)Nc3cc(C)on3)cc2)cc1OC
28	20%	-5%	13%	-1%	-12%	8%	-4%	-1%	-4	CCN(CC)Cc1c(O)ccc2c(C)c(CC(=O)OC)c(=O)oc12
29	-4%	i	33%[activator]	5%[59 µM]	-5%	-9%	-12%	-1%	2	CC(C)OCCCn1c(SCc2cccc(Br)c2)nc2c(sc3ccccc32)c1=O
30	1%	-6%	35%	-1%	-21%	-26%	-8%	1%	6	COC(=O)N/N=C/c1ccc(OCCSc2ccc(Cl)cc2)c(OC)c1
31	6%	-11%	28%	-8%	8%	-5%	-19%	0%	-2	Cc1cccc(NC(=O)CSc2ncnc3c2oc2ccccc23)c1
32	5%	-2%	27%	4%[59 µM]	-23%	2%	-12%[57.1 µM]	3%	-3	CC(C)c1ccccc1NC1=CC(=O)CC(C)(C)C1
33	-5%	-1%	15%	50µM*	?	-2%	-35%	-2%	-3	COCCCn1c(SCC(=O)NCc2ccco2)nc2sc3c(c2c1=O)CCC3
34	9%	11%	24%	?	-3%	-13%	-11%	-9%	0	COc1nc(N(C)C)nc(N(C#N)S(=O)(=O)c2ccc(C)cc2)n1
35	28%	i	18%	?	-8%	-27%	-20%	3%	-2	COc1ccc(N2CCN(S(=O)(=O)CCNC(=O)COc3ccccc3OC)CC2)cc1
36	0%	-20%	28%	-16%	-18%	.	-7%	15%	-1	CC1CCN(C(=S)Nc2cccc(S(=O)(=O)N(C)C)c2)CC1
37	1%	i	15%	-4%	-3%	8%	-18%	2%	-1	COc1ccc(S(=O)(=O)N(CC(=O)NCCC(C)C)c2ccccc2)cc1OC
38	1%	3%	23%	-1%	-3%	-15%	-20%	?	2	CC(CN1C(C)CCCC1C)OC(=O)c1cccc(Br)c1 (stereo not given)
39	11%	-3%	?	28µM*	-16%	45µM*	45µM*	-2%	-4	O=C(Nc1ccc(N2CCCC2)c(Cl)c1)c1cccs1
40	-8%	6%	-4%	50µM*	-19%	-37%	-32%	7%	6	CCOC(=O)c1c(NC(=O)CSc2nnnn2-c2ccccc2OCC)sc2c1CC(C)(C)NC2(C)C
41	19%	.	17%	?	-3%	-1%	-2%	?	3	CC1=C(C(=O)OC2CCCCCC2)C(c2ccc(C)o2)C2=C(CCCC2=O)N1 (stereo not given)
42	1%	6%	-20%	.	?	?	-31%[57.1 µM]	0%	-5	COc1ccccc1CNc1ccc([N+](=O)[O-])cc1C
43	-3%	-6%	42%[activator]	4%[59 µM]	1%	-1%	-13%	-13%	0	CSCCC(NC(=O)c1ccccc1)C(=O)NCCCn1nc(C)cc1C (stereo not given)

# The list is partial (hit frequency here may not be typical).
